Assay outcomes as filed in PubChem.
Insulin prom inh: TRM-6 insulin promoter activity inhibition. 130,000 tested, 0.9% active. TRM-6 cells (human fetal islet line), insulin promoter-eGFP reporter, imaging; reporter expression induced with tamoxifen. inhibition, % at 2 µM;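 active = inhibition above the mean plus 3 SD, with well images judged a real hit on visual review, cut at about 60% in these data, passing the limit was not always enough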
SDO1 yeast rescue: sdo1-depleted yeast growth rescue | S. cerevisiae sdo1-depleted JHY4D growth rescue, OD600 30 h; hits give high values; pdr5 snq2 efflux-pump mutant strain | z-score at 10 µM | 140,000 tested, 0.21% active | AID 817;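 active = z-score above 3 at both the 24 hr and the 30 hr optical density reads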;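 also: z-score against mean and SD of all compound wells on the same plate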
SDO1 yeast rescue Rescue 24 h: further read-out of SDO1 yeast rescue, marked with its call; z-score; S. cerevisiae sdo1-depleted JHY4D growth rescue, OD600; measured here: growth rescue at 24 h;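 0 is the plate mean of compound wells and units are plate SD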
Starred values were filed as active, the others as inactive; . = no result given; [ ] = remark or other dose.

SMILES	Insulin prom inh	SDO1 yeast rescue	SDO1 yeast rescue Rescue 24 h
Cc1ccc(NC(=O)c2ccc(NCC3CCCO3)c([N+](=O)[O-])c2)cc1Cl (stereo not given)	44	2.2[13.5 µM]	3.8
Cc1ccc(OCC(=O)N/N=C/c2cccn2C)cc1	71*	-0.26	0.3
O=C(Nc1ccc(CN2CCOCC2)cc1)c1ccc(N2CCCC2)c([N+](=O)[O-])c1	41	.	.
CCOc1ccc(OCC)c(NC(=O)CN(C)S(=O)(=O)c2cnc[nH]2)c1	31	0.36	-0.72
Fc1ccc(NC(=S)N2CCCC2)cc1Cl	-20	0.21	-0.37
CCN(CC)S(=O)(=O)c1ccc(N2CCOCC2)c(NC(=O)Cc2ccccc2F)c1	6	0.11	0.2
COc1cc(S(=O)(=O)NCC2CCCO2)ccc1Br (stereo not given)	-47	0.49	-0.22
COc1cccc(N(C(=O)Cn2nnc(-c3cccs3)n2)C(C(=O)NC(C)C)c2ccc(C)o2)c1 (stereo not given)	-29	-1.6	-0.37
CCOC(=O)c1c(CSc2cccs2)n(C)c2cc(Br)c(O)c(CN(C)C)c12	-39	.	.
Fc1ccc(CNCc2cccc(Br)c2)cc1	-17	0.14	-0.24
CCC(C)c1ccccc1NC(=O)c1cccnc1 (stereo not given)	.	-0.19	-0.28
COC(=O)c1c(NC(=O)/C=C/c2ccc3c(c2)OCO3)sc(C)c1C	9	-0.79	1.2
Cc1cccc(C)c1N1CCN(S(=O)(=O)c2ccccc2)CC1	-38	.	.
COc1ccc(/C(C)=C2\SC(=S)N(CCC(=O)O)C2=O)cc1	20	0.32	0.46
CC(NC(=O)c1ccncc1)C(c1cccs1)N1CCOCC1 (stereo not given)	-31	0.47	0.32
CCn1c(C)nc([N+](=O)[O-])c1Sc1ccc(F)cc1	31	0.86	0.74
CCOc1ccccc1NC1c2ccccc2C(=O)N1c1cccnc1 (stereo not given)	.	0.1	-0.65
Cc1cc(C(=O)Nc2cccc(C(=O)O)c2)oc1C	-22	1.5	0.83
COc1ccc(C(C)C)cc1S(=O)(=O)NCc1ccccn1	-3	0.11	0.1
CCOC(=O)N1CCC(NC(=O)CN2C(=O)CSc3nc(C)cc(C)c32)CC1	.	0.68	0.56
CCOC(=O)c1ccc(NC(=O)CC2COc3ccccc3O2)cc1 (stereo not given)	26	-1.2	-0.14
Cc1cc2nn(-c3cccc4ccccc34)nc2cc1N	25	-0.53	0.28
N#Cc1c(-c2ccco2)c2c([nH]c1=S)CCCC2	.	0.99	0.21
CCCCn1c(O)c(C=NCCCN(C)C)c(=O)[nH]c1=O	0	2.3	1.1
COc1ccc(/C=N/n2cnnc2SCCO)cc1OC	-20	0.07	-0.5
CCOC(=O)C(CCCOc1cccc(CC)c1)C(=O)OCC	31	0.57	0.58
COc1cc([C@H]2[C@@H]3CCCC[C@]3(O)CCN2CC(=O)Nc2ccc(C)cc2C)ccc1O	0	-0.79	-0.91
Cc1cccc(NC(=O)/C=C/c2ccc([N+](=O)[O-])s2)c1	.	-0.8	-0.56
O=c1c2oc3ccccc3c2ncn1Cc1ccccc1F	.	-1.1	-0.77
CCN(CCC#N)c1ccc(/C=N/Nc2nc(C)cc(=O)[nH]2)c(C)c1	.	0.04	-0.55
Cc1cc(C)nc(NC(=O)C(c2ccccc2)c2ccccc2)n1	-48	0.11	-0.44
Cc1cc(NC(=O)C2C3C(=O)N(Cc4ccc(Cl)cc4)C(C(=O)NC(C)(C)C)C34C=CC2(C)O4)no1 (stereo not given)	3	1.1	1.2
CC(C)(C)c1csc(NC(=O)Cn2c(=O)oc3ccccc32)n1	-429	0.21	0
CSc1ccc(N/N=C(/C#N)S(=O)(=O)C(C)(C)C)cc1	-27	.	.
O=C1NC(c2ccccc2)CCC1(Cl)Cl (stereo not given)	-21	0.83	-0.01
COc1ccc(Br)cc1C(=O)Nc1cccc2ncccc12	-37	.	.
CN(C)/C=C1/Sc2ccccc2C1=O	.	1.6	2.2
COc1ccccc1CNc1ccc(N2CCOCC2)c(C(=O)O)c1	.	0.27	-0.37
CC(C)(C)n1nnnc1C(c1cccs1)N(Cc1ccccc1)Cc1ccco1 (stereo not given)	-42	-1.1	-0.54
CCOC(=O)C1CCCN(C(=O)c2cc(-c3ccc(C)cc3)on2)C1 (stereo not given)	0	-0.28	-0.32
Cc1ccccc1NC(=O)C1CCN(C2=NS(=O)(=O)c3ccccc32)CC1	18	.	.
CCOC(=O)N1CCN(C(=O)c2oc(=O)c3ccccc3c2-c2ccc(C)cc2)CC1	.	-0.35	0.08
Cc1ccc(-c2nc3ncccc3o2)cc1NC(=O)c1cccnc1	-38	.	.
COc1ccc(/C(C)=N\NS(C)(=O)=O)c(OC)c1	-250	1.3	0.28
NC1=NN=C(N2N=C(c3ccccc3)CC2(O)C(F)(F)F)n2ncnc2C1 (stereo not given)	-26	.	.
CCN1CCN(c2c(Cl)cccc2NC(=O)c2ccc3c(c2)OCCO3)CC1	9	0.44	-0.19
O=C(CCn1nnc2ccccc21)NNC(=O)C1CCCCC1	-27	.	.
Cc1cc(Sc2nc(NC(C)C)nc(NC(C)C)n2)nc(Cl)n1	17	.	.

One compound at a time, as listed above. Values in the order: Insulin prom inh | SDO1 yeast rescue | SDO1 yeast rescue Rescue 24 h
CCC(C)c1ccccc1NC(=O)c1cccnc1 (stereo not given) across the screens: . | -0.19 | -0.28
COc1ccc(C(C)C)cc1S(=O)(=O)NCc1ccccn1 across the screens: -3 | 0.11 | 0.1

Sorted by the number under SDO1 yeast rescue (rising): some entries from above
Structure	SDO1 yeast rescue
CC(C)(C)n1nnnc1C(c1cccs1)N(Cc1ccccc1)Cc1ccco1 (stereo not given)	-1.1
CCOC(=O)N1CCN(C(=O)c2oc(=O)c3ccccc3c2-c2ccc(C)cc2)CC1	-0.35
COc1ccc(/C(C)=N\NS(C)(=O)=O)c(OC)c1	1.3

Continued.
SMILES	Insulin prom inh	SDO1 yeast rescue	SDO1 yeast rescue Rescue 24 h
CCCC(=O)Nc1nnc(-c2ccco2)s1	.	0.72	1
Cc1cccc(NC(=O)c2cc([N+](=O)[O-])ccc2NC2CCCCC2)c1	28	-1	-0.11
COc1ccc(N(C(C)C(=O)N/N=C/c2ccc(OCC(C)C)cc2)S(C)(=O)=O)cc1 (stereo not given)	-7	0.11	0.6
CCCCN(CCCC)Cc1ccc(C(=O)NNC(=O)Nc2ccccc2)o1	-12	.	.
CC1CC(C)CN(C(=O)C2CCCN(S(=O)(=O)c3cccc4nonc34)C2)C1 (stereo not given)	0	-0.65	-0.07
CC(=O)c1ccc2noc(-c3ccc(C)cc3)c2c1	6	.	.
CCN(CC)S(=O)(=O)c1ccc(O)c(NS(=O)(=O)c2ccccc2F)c1	.	0.94	1.5
CCCOc1ccc(S(=O)(=O)NCCCN2CCOCC2)c2ccccc12	19	-0.69	-0.52
COc1ccc(CCNC(=O)CN(c2ccc(C)cc2)S(=O)(=O)c2c(C)noc2C)cc1OC	.	0.15	-0.72
CC(Oc1ccc(Cl)cc1Cl)C(=O)NC(=S)N1CCc2ccccc21 (stereo not given)	-6	-1.4	-0.85
COc1ccc(CNc2nc3c(c(=O)[nH]c(=O)n3C)n2Cc2ccccc2C)cc1	.	-1.4	-1.6
COc1ccc(C(=O)Nc2nc(C)cs2)cc1S(=O)(=O)N1CCCC1	-221	.	.
COC(=O)CNC(=O)c1sc2ncn(CC(=O)Nc3ccc(C)c(Cl)c3)c(=O)c2c1C	7	.	.
COc1ccc(OC)c(N(CC(=O)Nc2cccnc2)S(C)(=O)=O)c1	29	0.34	0
O=C(O)c1cc2nc3c(c(C(F)(F)F)n2n1)CCc1ccccc1-3	57	-0.36	-0.4
COc1ccc(-n2c(C)c(C(C)=O)c(C(C)=O)c2C)cc1	.	0.56	-0.1
N#CC(C#N)=C(Nc1ccccc1)c1ccccc1	0	.	.
O=S(=O)(c1ccc(NC(=S)Nc2ccc(OC(F)F)cc2)cc1)N1CCOCC1	36	1.1	0.56
O=C(CSc1nc2ccccc2o1)c1cc2ccccc2oc1=O	-11	-0.39	-0.15
Cn1cc[nH]c1=S	38	1.4	2.3
CCOc1cc(C(=O)NC(=S)Nc2cccnc2)cc(OCC)c1OCC	31	-0.94	-0.95
NC(=O)Cc1ccc2sc(-c3ccccc3)nc2c1	-12	0.1	0.04
Cc1ccc(/C(O)=C2\C(=O)C(=O)N(CC(C)O)C2c2ccccn2)cc1 (stereo not given)	-43	.	.
CCOC(=O)c1c(NC(=O)CSc2nnc(C)s2)sc2c1CCC(CC)C2 (stereo not given)	-3	-0.84	-0.55
CCN(CC)S(=O)(=O)c1ccc(OC)c(NC(=O)COc2ccc3c(C)cc(=O)oc3c2)c1	.	0.02	0.88
Cc1ccc(-c2nn(CC(=O)NCc3ccco3)c(=O)c3ccccc23)cc1	15	-0.86	1.3
O=C(Nc1ccccc1)c1nc2ccccc2s1	15	1.1	1
CCOc1ccccc1NC(=S)Nc1ncccc1C	.	-0.94	-0.6
COc1cccc(NC(=O)CSc2nc(C)cs2)c1	38	-0.09	-1.1
CCOC(=O)c1cccc(NS(=O)(=O)Cc2ccccc2)c1	33	.	.
CCOC(=O)C(C)Sc1nnc(CNC(=O)c2ccc(OC)cc2)n1C1CCCCC1 (stereo not given)	14	-0.78	-1
CCC(=O)NCCCCCCNC(=O)CC	26	0.78	1.6
O=C(Nc1cc(C(F)(F)F)ccc1Cl)C(Sc1nnc(-c2cccs2)o1)c1ccccc1 (stereo not given)	-118	1.1	0.85
Cc1ccc(S(=O)(=O)NC(=O)NC(=O)N(C)S(=O)(=O)c2ccc(C)cc2)cc1	-73	.	.
O=C(NCCn1ccc2ccccc21)c1ccc(S(=O)(=O)N2CCCCC2)cc1	.	0.01	0.8
O=C(NC1CC1)C(=O)c1c(-c2ccccc2)[nH]c2ccccc12	-27	0.32	-0.18
Cc1cc(C)cc(NC(=O)N2CCN(S(C)(=O)=O)CC2)c1	35	.	.
CC1CCCC(C)N1C(=O)c1cccc2c1-c1ccccc1/C2=N/O (stereo not given)	31	-1.8	-1.6
COC(=O)N/N=C/c1cc([N+](=O)[O-])cc(Br)c1O	.	-0.3	-1.1
O=C1C(=O)N(c2ccccc2)c2ccccc21	21	0.67	0.73
O=C(CN1CCN(S(=O)(=O)c2ccccc2)CC1)NC(=O)NCc1ccccc1	-23	0.98	1.5
Cc1nc2nc(C)c(CCC(=O)N3CCOCC3)c(C)n2n1	.	0.05	-0.54
CCCN(CC(=O)Nc1cc(Cl)cc(Cl)c1)CC(=O)Nc1ccc(F)c(F)c1F	10	-1.4	-0.83
O=C(NCc1ccc2c(c1)OCO2)c1ccc(CS(=O)(=O)c2cccc(C(F)(F)F)c2)o1	.	-2.6	-1.5
CC(C)(CSc1nncn1N)NS(=O)(=O)c1ccc(Cl)cc1	77*	0.1	-0.84
O=C(N/N=C/c1cccs1)c1cnccn1	-14	1.6	1.3
Cc1nnc(SCC(=O)NCc2cccs2)n1-c1ccccc1	4	1.7	2.5
CCOC(=O)c1ccccc1NC(=O)CSc1ccccc1	7	-0.98	-0.67
Cc1cc(SCC(=O)NCCC2=CCCCC2)nc2ccccc12	.	-0.24	0.07
COc1ccc(N2CCN(CC(=O)Nc3cc(C)on3)CC2)cc1	.	1.3	1.3
COc1ccc(CN(C)CC(=O)Nc2sc3c(c2C#N)CCC3)cc1OC	55	.	.
CN1C(=O)/C(=C/c2ccc(-c3ccccc3[N+](=O)[O-])o2)SC1=Nc1ccc(Cl)c(C(=O)O)c1	.	0.64	0.89
O=c1[nH][nH]c(C(F)(F)F)c1C=Nc1ccccc1	-17	-0.2	-0.59
CCOC(=O)C1=C(C)NC2=C(C(=O)CCC2)C1c1ccsc1 (stereo not given)	3	-0.22	-0.12
CC1Cc2nc(SCC(=O)N3CCN(c4ccccc4)CC3)n(CCc3ccccc3)c(=O)c2S1 (stereo not given)	.	-0.36	-0.75
O=C1CCC(C(=O)N2CCC(CO)(Cc3ccc(Cl)cc3)CC2)=NN1	8	.	.
O=C(O)c1ccc2c(c1)C(=O)N(N1C(=O)c3ccccc3C1=O)C2=O	13	0.52	-0.03
COc1ccc(S(=O)(=O)N(Cc2ccccc2)c2ccccc2C(=O)Nc2ccccc2C(=O)NCc2ccco2)cc1	-32	-0.15	-0.47
O=C(Oc1ccc2ccccc2c1)c1cncc(Br)c1	-61	-0.45	-0.22
Cc1c(C)c2ccc(OCC(=O)N3CCOCC3)c(C)c2oc1=O	-15	.	.

Going on with the list.
SMILES	Insulin prom inh	SDO1 yeast rescue	SDO1 yeast rescue Rescue 24 h
O=C(c1cccs1)N1CCCc2ccccc21	4	-0.05	-0.37
CC1CN(c2oc(Cc3cccc4ccccc34)nc2C#N)CC(C)O1 (stereo not given)	-62	-1	-1.2
Cn1c(/N=C/c2ccc3c(c2)OCO3)nc2ccccc21	.	0.44	-0.21
CCCC1CC(c2csc(N)n2)CCO1 (stereo not given)	.	-0.45	-0.75

By substructure, the compounds so far with a COOH group (six)
SMILES	Insulin prom inh	SDO1 yeast rescue	SDO1 yeast rescue Rescue 24 h
COc1ccc(/C(C)=C2\SC(=S)N(CCC(=O)O)C2=O)cc1	20	0.32	0.46
Cc1cc(C(=O)Nc2cccc(C(=O)O)c2)oc1C	-22	1.5	0.83
COc1ccccc1CNc1ccc(N2CCOCC2)c(C(=O)O)c1	.	0.27	-0.37
O=C(O)c1cc2nc3c(c(C(F)(F)F)n2n1)CCc1ccccc1-3	57	-0.36	-0.4
CN1C(=O)/C(=C/c2ccc(-c3ccccc3[N+](=O)[O-])o2)SC1=Nc1ccc(Cl)c(C(=O)O)c1	.	0.64	0.89
O=C(O)c1ccc2c(c1)C(=O)N(N1C(=O)c3ccccc3C1=O)C2=O	13	0.52	-0.03
